From PubChem BioAssay
AHR activator = activators of human aryl hydrocarbon receptor; activation, % at 5 µM; P35869; AHR-responsive luciferase reporter cells, luminescence; hit rate 2.5% among 320,000; in the data active means activation above about 47%;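 further: 0% = vehicle wells and 100% = reference agonist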
ZTA DNA inh = ZTA (EBV) inhibition in EBNA-1 counter-screen | ZTA-DNA binding, fluorescence polarization | P03206 | hit rate 0.15% among 320,000 | inhibition, % at 11 µM; in the data active means inhibition above about 33%
proCasp3 act = activates human procaspase-3. hit rate 0.11% among 330,000. P42574. activation, % at 8.5 µM. recombinant procaspase-3 D3A, Ac-DEVD-pNA absorbance 405 nm. AID 463141;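 active means activation above the mean of all tested compounds plus 3 SD, cut at about 21% in these data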;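 further: 0% = DMSO alone and 100% = DMSO wells spiked with extra 5 µM PC-3 D3A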
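Test system: Procaspase-3 D3A mutant; medium: Zinc-free HEPES/NaCl buffer with 0.01% Triton X-100 at pH 7.4; reagent: DEVD-pNA substrate; doses: one concentration, 8.5 µM nominal, 0.8% DMSO; times: 1 h preincubation plus 2 h reaction at 25 °C; signal: Epi-absorbance at 405 nm of released p-nitroaniline, 0 and 120 min; replicates: singlicate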
RPL19A TOR yeast = yeast TOR pathway RPL19A-GFP modulation | S. cerevisiae RPL19A-GFP strain, flow cytometry, 3 h; stronger effect = lower value | percent response vs DMSO, % at 10 µM | hit rate 0.3% among 330,000;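 active means percent response vs DMSO below 50%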;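 further: median channel GFP fluorescence of the barcoded RPL19A-GFP strain; ratio of sample median GFP to plate DMSO average so 100% = DMSO; lower means less RPL19A-GFP as with rapamycin TOR inhibition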
procasp7 counter = counter-screen for procaspase-3 activators: activators of human procaspase-7; recombinant procaspase-7, Ac-DEVD-pNA absorbance 405 nm; D23A/D198A/D206A triple mutant, cannot self-cleave; scale: DMSO 0, 5 µM enzyme 100; hit rate 0.093% among 330,000; AID 463210; activation, % at 8.5 µM;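 active means percent activation above the screen-wide mean plus 3 SD, cut at about 25% in these data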
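Assay system – Uncleavable procaspase-7 mutant enzyme · Quantity – 2 µM procaspase-7 mutant as dispensed · Times – 1 h preincubation, 2 h reaction · Dosing – single nominal 8.5 µM compound dose, 0.8% DMSO final · Buffer or medium – Zinc-free 50 mM HEPES buffer, pH 7.4, with NaCl and Triton X-100 · Detection – Epi-absorbance of released pNA at 405 nm, two timepoints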
LAP4-GFP MLPCN = alters LAP4-GFP fluorescence in TOR pathway yeast screen; S. cerevisiae LAP4-GFP multiplex, flow cytometry GFP, 3 h; median GFP as percent of DMSO wells; GFP response vs DMSO, % at 10 µM; hit rate 0.34% among 320,000; AID 2023;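 active means GFP response vs DMSO above a set limit, about the screen mean plus 3 SD, cut at about 150% in these data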
EBNA-1 inh = blocks EBNA-1 binding to DNA; EBNA-1 DNA binding, fluorescence polarization; inhibition, % at 14.8 µM; hit rate 0.34% among 300,000; AID 1950; in the data active means inhibition above about 28%
MEP2 TOR yeast = modulators of TOR pathway MEP2-GFP in S. cerevisiae. AID 2016. GFP response vs DMSO, % at 10 µM. hit rate 0.51% among 330,000. S. cerevisiae MEP2-GFP strain, flow cytometry GFP, 3 h; 100% = DMSO control level;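 active means GFP response versus DMSO above a set limit, roughly screen mean plus 3 SD, cut at about 180% in these data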;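 further: median GFP fluorescence of the barcode-gated MEP2-GFP cells per well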
Active calls of the source: *. Rows are unselected; any-hit rate near 3.8%.

Screening CCn1c(SCC(=O)Nc2sc3c(c2C#N)CCC(C(C)(C)C)C3)nnc1-c1ccco1 (stereo not given) returned AHR activator -0.3, ZTA DNA inh 5.8, proCasp3 act 5.6, RPL19A TOR yeast 98.5, procasp7 counter -3.5, LAP4-GFP MLPCN 99.8, EBNA-1 inh -3.0 and MEP2 TOR yeast 102.1.
For CCC1=NN(C(=O)C(=O)Nc2ccccc2OC)C(O)(C(F)(F)F)C1 (stereo not given) the results were AHR activator -3.4, ZTA DNA inh 8.0, proCasp3 act 5.9, RPL19A TOR yeast 99.9, procasp7 counter 4.7, LAP4-GFP MLPCN 94.6, EBNA-1 inh -13.7 and MEP2 TOR yeast 99.2.
Oc1ccc(C[C@H]2CNC(=S)N2CCc2cc(C(F)(F)F)cc(C(F)(F)F)c2)cc1 was read as AHR activator 1.9, ZTA DNA inh -18.2, proCasp3 act 10.5, procasp7 counter -4.2 and EBNA-1 inh -17.2.
For Cc1ccc(NC(=O)C(=O)NNC(=O)c2cccs2)cc1 the results were AHR activator 3.6, ZTA DNA inh -10.3, proCasp3 act 5.0, RPL19A TOR yeast 87.3, procasp7 counter -1.1, LAP4-GFP MLPCN 64.6, EBNA-1 inh -11.6 and MEP2 TOR yeast 79.7.
CNC(=O)COC(=O)C1CCN(S(=O)(=O)c2ccc3c(c2)OCCO3)CC1 was read as AHR activator 0.8, ZTA DNA inh 11.5, proCasp3 act 0.4, RPL19A TOR yeast 89.4, procasp7 counter 3.6, LAP4-GFP MLPCN 88.8 and MEP2 TOR yeast 92.8.
`COCCNC(=O)/C(C#N)=C/c1c(N2CCN(c3cccc(Cl)c3)CC2)nc2c(C)cccn2c1=O` gave AHR activator 9.1, ZTA DNA inh 11.8, proCasp3 act 1.1, RPL19A TOR yeast 99.5, procasp7 counter 2.3, EBNA-1 inh 7.3 and MEP2 TOR yeast 102.1.
`O=C(NC1CC1)C1Nc2ccc(OC(F)(F)F)cc2C2C=CCC12` (stereo not given) gave AHR activator 12.4, ZTA DNA inh -7.8, proCasp3 act -32.0, RPL19A TOR yeast 100.6, procasp7 counter -15.7, LAP4-GFP MLPCN 115.0, EBNA-1 inh -5.7 and MEP2 TOR yeast 93.7.
For O=C(NCc1ccccc1)C1=C[C@@H](c2csc3ccccc23)C[C@@H](OCc2ccc(CO)cc2)O1 the results were AHR activator 0.2, ZTA DNA inh 14.6, proCasp3 act -3.4, RPL19A TOR yeast 96.2, procasp7 counter -0.3, LAP4-GFP MLPCN 131.5, EBNA-1 inh 5.7 and MEP2 TOR yeast 90.5.
`CC(=O)Nc1ccc(C(=O)Nc2cc(C(F)(F)F)ccc2-n2cnc3ccccc32)cc1` gave AHR activator -0.1, ZTA DNA inh 4.9, proCasp3 act 1.9, RPL19A TOR yeast 101.9, procasp7 counter -6.7, LAP4-GFP MLPCN 95.1, EBNA-1 inh 3.1 and MEP2 TOR yeast 103.9.
C=CCn1c(CCC(O)CCCCC)n[nH]c1=S (stereo not given) was read as AHR activator 0.9, ZTA DNA inh -2.8, proCasp3 act -12.1, RPL19A TOR yeast 98.7, procasp7 counter -4.4, LAP4-GFP MLPCN 108.4, EBNA-1 inh 6.9 and MEP2 TOR yeast 107.8.
For Cc1ccc(CN2CCN(/N=C/C(Br)=C\c3ccccc3)CC2)cc1 the results were AHR activator -1.3, ZTA DNA inh 6.1, proCasp3 act 2.8, RPL19A TOR yeast 101.8, procasp7 counter -5.0, LAP4-GFP MLPCN 105.0, EBNA-1 inh 6.0 and MEP2 TOR yeast 109.0.
Screening CC(=O)Oc1ccc(C(=O)Nc2cc(C)on2)cc1 returned AHR activator 0.8, ZTA DNA inh 2.0, proCasp3 act 6.3, RPL19A TOR yeast 108.9, procasp7 counter 7.8, LAP4-GFP MLPCN 81.9, EBNA-1 inh 7.7 and MEP2 TOR yeast 104.8.
CCCCn1c(SCC(=O)Nc2ccc3c(c2)OCO3)nc2c1c(=O)n(C)c(=O)n2C was read as AHR activator 6.9, ZTA DNA inh 4.7, proCasp3 act 3.9, RPL19A TOR yeast 96.2, procasp7 counter 5.1, LAP4-GFP MLPCN 97.4, EBNA-1 inh -2.4 and MEP2 TOR yeast 96.0.
Screening COc1ccc(/C=N/N2CCOCC2)cc1OCc1ccccc1 returned AHR activator 8.5, ZTA DNA inh 1.7, proCasp3 act -5.9, RPL19A TOR yeast 89.3, procasp7 counter -2.5, LAP4-GFP MLPCN 84.7, EBNA-1 inh -12.1 and MEP2 TOR yeast 96.6.
`CN1C(=S)SC(C)(C)C1/[N+]([O-])=C/c1cccnc1` (stereo not given) gave AHR activator 3.1, ZTA DNA inh -9.2, proCasp3 act -2.0, RPL19A TOR yeast 101.2, procasp7 counter -9.1, LAP4-GFP MLPCN 101.5, EBNA-1 inh -7.2 and MEP2 TOR yeast 109.3.
CCOC(=O)CNC(=S)N(Cc1cccs1)C1CCCC1 was read as AHR activator -4.3, ZTA DNA inh 11.3, proCasp3 act -4.0, RPL19A TOR yeast 103.2, procasp7 counter 2.1, LAP4-GFP MLPCN 86.7, EBNA-1 inh 5.0 and MEP2 TOR yeast 94.2.
`Cc1c(Cl)cccc1NC(=O)Cn1c(CCC(=O)O)ccc1-c1ccccc1` gave AHR activator 1.8, ZTA DNA inh -4.6, proCasp3 act -8.0, RPL19A TOR yeast 103.8, procasp7 counter -3.1, LAP4-GFP MLPCN 97.8, EBNA-1 inh -15.8 and MEP2 TOR yeast 112.0.
`O=C(COC(=O)C1CCN(C(=O)Nc2ccccc2)CC1)NCC(F)(F)F` gave AHR activator -0.2, ZTA DNA inh -3.4, proCasp3 act 0.2, RPL19A TOR yeast 94.1, procasp7 counter 8.1, LAP4-GFP MLPCN 102.2, EBNA-1 inh -0.7 and MEP2 TOR yeast 107.3.
For COc1ccc(CNC(=O)c2ccc(C)o2)cc1 the results were AHR activator 3.3, ZTA DNA inh -8.6, proCasp3 act 8.8, RPL19A TOR yeast 99.5, procasp7 counter -4.0, LAP4-GFP MLPCN 102.6, EBNA-1 inh -3.5 and MEP2 TOR yeast 100.0.
O=C(Nc1nc2ccccc2s1)c1cccc(S(=O)(=O)N2CCc3ccccc32)c1 was read as AHR activator 10.7, ZTA DNA inh 4.4, proCasp3 act -2.7, RPL19A TOR yeast 102.0, procasp7 counter 7.6, LAP4-GFP MLPCN 107.3, EBNA-1 inh 7.4 and MEP2 TOR yeast 103.5.
`Cc1[nH]n(-c2ccccc2)c(=O)c1C(c1ccc(O)c([N+](=O)[O-])c1)c1c(C)[nH]n(-c2ccccc2)c1=O` gave AHR activator 17.8, ZTA DNA inh 5.7, proCasp3 act -19.3, RPL19A TOR yeast 105.2, procasp7 counter -25.4, LAP4-GFP MLPCN 98.7, EBNA-1 inh 12.0 and MEP2 TOR yeast 108.0.
For O=C(Cn1nnc2ccccc21)NCc1ccccc1 the results were AHR activator 5.2, ZTA DNA inh 9.2, proCasp3 act 0.9, RPL19A TOR yeast 79.0, procasp7 counter 11.7, LAP4-GFP MLPCN 85.6, EBNA-1 inh 11.7 and MEP2 TOR yeast 114.7.
O=C1C(Cl)=C(NCC2CCCO2)C(=O)N1CCc1ccccc1 (stereo not given) was read as AHR activator 92.4*, ZTA DNA inh 15.0, proCasp3 act -12.8, RPL19A TOR yeast 98.2, procasp7 counter 8.1, LAP4-GFP MLPCN 110.6, EBNA-1 inh -12.1 and MEP2 TOR yeast 103.8.
For Fc1ccc(/C=N/NC(=S)NCCc2ccccc2)cc1F the results were AHR activator 2.0, ZTA DNA inh 3.2, proCasp3 act 3.1, RPL19A TOR yeast 101.8, procasp7 counter 5.6, LAP4-GFP MLPCN 98.3, EBNA-1 inh -7.4 and MEP2 TOR yeast 101.1.
Screening CCC(=O)Nc1c2c(nn1-c1ccccc1)CSC2 returned AHR activator -0.3, ZTA DNA inh 8.6, proCasp3 act 0.6, RPL19A TOR yeast 96.1, procasp7 counter 6.7, LAP4-GFP MLPCN 97.9, EBNA-1 inh 17.3 and MEP2 TOR yeast 90.9.
Screening CCn1c(SCC(=O)Nc2nc3ccc(OC)cc3s2)nc2c1c(=O)n(C)c(=O)n2C returned AHR activator 1.3, ZTA DNA inh 6.3, proCasp3 act -1.4, RPL19A TOR yeast 97.2, procasp7 counter 5.3, LAP4-GFP MLPCN 105.0, EBNA-1 inh 12.4 and MEP2 TOR yeast 94.4.
O=C(CN1C(=O)C2C3C=CC(C3)C2C1=O)NC1CCCc2ccccc21 (stereo not given) was read as AHR activator 1.4, ZTA DNA inh 2.6, proCasp3 act 3.2, RPL19A TOR yeast 92.6, procasp7 counter -5.7, EBNA-1 inh 3.8 and MEP2 TOR yeast 101.3.
N/C(CC1CC1(Cl)Cl)=N\OC(=O)c1ccccc1 (stereo not given) was read as AHR activator -2.9, ZTA DNA inh -2.2, proCasp3 act 6.7, RPL19A TOR yeast 100.5, procasp7 counter 10.6, LAP4-GFP MLPCN 116.6, EBNA-1 inh -2.2 and MEP2 TOR yeast 97.8.
Screening CC1CCCC(NC(=O)CN2CCN(S(=O)(=O)c3cccs3)CC2)C1C (stereo not given) returned AHR activator -0.8, ZTA DNA inh 4.8, proCasp3 act 2.6, RPL19A TOR yeast 97.7, procasp7 counter 2.6, LAP4-GFP MLPCN 96.9 and MEP2 TOR yeast 100.6.
Screening CC(CCc1ccccc1)NC(=O)c1ccccc1 (stereo not given) returned AHR activator 2.0, ZTA DNA inh -12.9, proCasp3 act -3.8, RPL19A TOR yeast 105.9, procasp7 counter -5.2, LAP4-GFP MLPCN 104.5, EBNA-1 inh 3.1 and MEP2 TOR yeast 112.4.
`O=C(O)c1cccc(N2C(=O)c3cc4cccc(Br)c4cc3C2=O)c1` gave AHR activator 1.2, ZTA DNA inh -8.8, proCasp3 act -1.0, RPL19A TOR yeast 106.5, procasp7 counter -1.4, LAP4-GFP MLPCN 89.5, EBNA-1 inh -8.8 and MEP2 TOR yeast 106.3.
`CCOC(=O)C(C)(C)N(Cc1cccc(C)c1)S(=O)(=O)c1cccc([N+](=O)[O-])c1` gave AHR activator 3.7, ZTA DNA inh -5.2, proCasp3 act 6.2, RPL19A TOR yeast 100.4, procasp7 counter -1.1, LAP4-GFP MLPCN 90.5, EBNA-1 inh -9.3 and MEP2 TOR yeast 97.1.
`CN(CC(=O)Nc1ccccc1Cl)C1CCCCC1` gave AHR activator 0.3, ZTA DNA inh 4.0, proCasp3 act 6.4, RPL19A TOR yeast 96.8, procasp7 counter 6.4, LAP4-GFP MLPCN 99.5, EBNA-1 inh -3.9 and MEP2 TOR yeast 99.5.

3 compounds drawn at random from those above, as already listed:
Screening CCn1c(SCC(=O)Nc2nc3ccc(OC)cc3s2)nc2c1c(=O)n(C)c(=O)n2C returned AHR activator 1.3, ZTA DNA inh 6.3, proCasp3 act -1.4, RPL19A TOR yeast 97.2, procasp7 counter 5.3, LAP4-GFP MLPCN 105.0, EBNA-1 inh 12.4 and MEP2 TOR yeast 94.4.
`O=C(COC(=O)C1CCN(C(=O)Nc2ccccc2)CC1)NCC(F)(F)F` gave AHR activator -0.2, ZTA DNA inh -3.4, proCasp3 act 0.2, RPL19A TOR yeast 94.1, procasp7 counter 8.1, LAP4-GFP MLPCN 102.2, EBNA-1 inh -0.7 and MEP2 TOR yeast 107.3.
`CN(CC(=O)Nc1ccccc1Cl)C1CCCCC1` gave AHR activator 0.3, ZTA DNA inh 4.0, proCasp3 act 6.4, RPL19A TOR yeast 96.8, procasp7 counter 6.4, LAP4-GFP MLPCN 99.5, EBNA-1 inh -3.9 and MEP2 TOR yeast 99.5.
